Bioassay records as filed in PubChem.
GPR151 activ = activators of human GPR151, primary screen, cell-based, PathHunter beta-arrestin, luminescence; G-protein coupled receptor 151 (Homo sapiens), Q8TDV0; PathHunter beta-arrestin GPR151 cells; activation, % at 11.2 µM; actives 1% (n = 650,000); in the data active = activation above about 4.9%;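 also: 0% = median of compound wells and 100% = cells with positive control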
Target sequence (Q8TDV0 whole entry, looked up): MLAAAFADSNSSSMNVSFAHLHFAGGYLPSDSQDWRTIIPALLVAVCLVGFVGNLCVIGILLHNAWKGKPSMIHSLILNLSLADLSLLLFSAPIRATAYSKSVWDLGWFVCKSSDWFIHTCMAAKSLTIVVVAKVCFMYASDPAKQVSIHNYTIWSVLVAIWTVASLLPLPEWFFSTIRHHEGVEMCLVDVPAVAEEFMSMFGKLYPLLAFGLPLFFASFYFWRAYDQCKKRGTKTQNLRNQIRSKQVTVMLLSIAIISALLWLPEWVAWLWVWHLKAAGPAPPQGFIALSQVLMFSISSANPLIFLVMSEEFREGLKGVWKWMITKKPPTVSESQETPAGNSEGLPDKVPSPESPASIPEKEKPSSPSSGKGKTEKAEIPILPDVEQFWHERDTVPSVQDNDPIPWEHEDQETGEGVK
TEAD-YAP block = TEAD-YAP interaction inhibition, primary screen, TEAD-YAP interaction inhibitor project, luminescence, HEK-TIYL cells; TEAD-Gal4/YAP UAS-luciferase luminescence; inhibition, % at 9.12 µM; actives 1.4% (n = 640,000); AID 1259422, 2018; in the data active = inhibition above about 32%;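 also: 0% = median of test compound wells and 100% = reference inhibitor wells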
FBW7 act = FBW7 E3 ligase activators, primary screen, biochemical, AlphaScreen, human; F-box/WD repeat-containing protein 7 (Homo sapiens), Q969H0; AlphaScreen FBW7–phospho-cyclin E peptide binding, activator screen; normalized activity (activation), % at 26.1 µM; actives 0.13% (n = 650,000); AID 1259310, 2017; in the data active = normalized activity above about 1.9%;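 also: purified mutant Fbw7 with reduced substrate affinity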
Target sequence (Q969H0 whole entry, looked up): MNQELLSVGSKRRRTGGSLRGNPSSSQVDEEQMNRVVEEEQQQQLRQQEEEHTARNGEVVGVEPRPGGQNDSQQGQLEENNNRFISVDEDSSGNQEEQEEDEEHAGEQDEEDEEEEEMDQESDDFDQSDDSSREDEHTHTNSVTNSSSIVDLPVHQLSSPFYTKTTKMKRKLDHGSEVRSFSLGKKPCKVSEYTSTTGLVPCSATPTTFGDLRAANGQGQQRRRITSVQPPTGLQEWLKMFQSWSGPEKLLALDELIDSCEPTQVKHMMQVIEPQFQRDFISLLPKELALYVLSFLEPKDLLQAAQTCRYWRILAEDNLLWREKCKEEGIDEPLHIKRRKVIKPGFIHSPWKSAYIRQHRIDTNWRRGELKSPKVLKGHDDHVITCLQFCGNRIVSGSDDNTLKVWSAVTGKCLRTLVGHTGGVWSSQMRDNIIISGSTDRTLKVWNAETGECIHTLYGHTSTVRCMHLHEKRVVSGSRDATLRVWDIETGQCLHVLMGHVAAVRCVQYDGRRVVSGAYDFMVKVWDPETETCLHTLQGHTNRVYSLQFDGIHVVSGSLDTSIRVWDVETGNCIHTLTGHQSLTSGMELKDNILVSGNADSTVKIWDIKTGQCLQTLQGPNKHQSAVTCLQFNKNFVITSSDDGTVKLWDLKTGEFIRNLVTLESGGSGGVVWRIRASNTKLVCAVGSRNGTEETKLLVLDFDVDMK
MITF primary = MITF inhibitors, primary screen, biochemical, AlphaScreen, human; AlphaScreen MITF homodimerization, bead proximity signal; inhibition, % at 2.6 µM; actives 0.91% (n = 650,000); AID 1259374, 2018; in the data active = inhibition above about 50%;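 also: 0% = vehicle wells with protein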
* hit, by the source's call.

Second line of a record – GPR151 activ, TEAD-YAP block, MITF primary, FBW7 act
COc1ccc(OC)c(-c2csc(N3CCC(C(N)=O)CC3)n2)c1
 : -0.8, 2, -16, -0.1
O=C(NCc1ccc2c(c1)OCO2)c1ccc(Cn2cc(Br)cn2)o1
 : -0.9, 7, 10, 0.1
Cc1cccc(/C(N)=N/OC(=O)CCN2C(=O)c3ccccc3C2=O)c1
 : 1.3, -10, -20, 0.1
O=[N+]([O-])c1ccc(CSc2nnc(-c3ccco3)o2)cc1
 : 0.2, -7, 7, -0.1
COc1cc(OC)cc(-c2cc(N)n(S(=O)(=O)c3ccc(F)c(C)c3)n2)c1
 : 0.5, 2, 4, -0.1
O=C(NCCc1ccccn1)C1CC12CCN(Cc1ccsc1)CC2 (stereo not drawn)
 : 0.0, -2, -1, 0.0
COc1ccccc1CN1C[C@@H]2C[C@@H](c3cccc(C)c3)N3CCC[C@@]23C1=O
 : 0.4, 1, 15, 0.0
COc1cccc(/C=C2/SC(=O)N(CC(=O)Nc3ccccc3F)C2=O)c1O
 : -0.4, 8, -3, 0.2
NC(=O)Nc1ccc(C(=O)OCC(=O)Nc2cccc(I)c2)cc1
 : -0.3, -7, -5, -0.1
Cc1noc(C)c1S(=O)(=O)NC(C)c1ccccc1 (stereo not drawn)
 : 2.3, 9, -3, -0.1
O=C1NC(=O)N(c2ccc(F)cc2)C(=O)/C1=C/C=C/c1ccccc1
 : -0.2, 8, 4, -0.1
COc1ccccc1-c1nnc(SCC(=O)N2CCCC2)o1
 : 3.5, -21, 12, 0.4
O=C(CSc1nc2ccsc2c(=O)n1Cc1ccc(C(=O)O)cc1)NCC1CCCO1 (stereo not drawn)
 : 0.9, -2, -7, 0.0
CC(C)(C)c1nc2ccccc2c2nnc(SCC(=O)N3CCOCC3)n12
 : 0.1, -12, 4, 0.0
Cc1ccccc1-n1ncc(C(C)NC(=O)CCc2cnn(C)c2)c1C (stereo not drawn)
 : 0.0, -7, -6, 0.5
COc1ccc(S(=O)(=O)Nc2c(C)nc3nc[nH]n3c2=O)cc1OC
 : 0.5, 6, 24, 0.4
Cc1ccc(OCCN2C(=O)CN(c3nc(C)cc(C)n3)C2=O)cc1
 : 0.6, -6, 10, 0.4
Cc1ccc(-c2nnc(C3CCN(S(=O)(=O)c4ccc(Cl)s4)CC3)o2)cc1
 : 7.0*, 5, 0, 0.1
COCCn1c(SCC(=O)Nc2nc(C)cs2)nnc1C(C)C
 : -0.2, -3, 0, 0.2
O=S(=O)(N1CCOCC1)n1nnc2ccccc21
 : 2.3, 20, 10, 0.8
Cn1cccc1CC(=O)N/N=C\c1ccncc1
 : 1.0, 5, 1, -0.1
CC[C@@H]1NC(=O)[C@@H]2C[C@H](NC(=O)c3ccc(C)c(F)c3)CN2C1=O
 : -0.7, 7, -5, -0.1
CC(C)(C)NC(=O)CN1CCC(c2ccc(F)cc2)CC1
 : -0.3, -6, 25, -0.3
Cc1cc(C)c2oc(-c3ccc(NC(=O)COc4cc(C)c(Cl)c(C)c4)cc3)nc2c1
 : 1.7, -2, -8, -0.2
CCc1cccc(NC(=O)c2snc3c(=O)[nH]cnc23)c1
 : -0.4, -1, 10, 0.3
CC12CCC(C(=O)Nc3ccc(Cl)cc3)(C(Br)C1=O)C2(C)C (stereo not drawn)
 : -0.8, 2, 9, 0.0
CCOC(=O)c1c(CSc2ccccc2)n(C)c2ccc(O)c(CN3CCOCC3)c12
 : -0.6, -17, 12, 0.4
C=CCN(C(=O)CNC(=O)c1ccco1)C(C(=O)NCc1ccco1)c1ccc(C)cc1 (stereo not drawn)
 : 0.0, 0, -5, -0.1
COc1ccc(NC(=O)CSc2nnc(CNC(=O)c3cccs3)n2-c2ccc(F)cc2)cc1
 : -0.9, -3, -10, -0.1
Cc1nc2nc(CN)nn2c(C)c1CCC(=O)NCCc1ccc(Cl)cc1
 : -2.6, 4, 21, 0.7
CCn1ccnc1CN1CCCC(CNS(=O)(=O)c2cccc3cccnc23)C1 (stereo not drawn)
 : 0.1, 0, 22, 0.0
Cn1cccc1C(=O)OCC(=O)NC(C)(C)C
 : -1.1, -35, -1, 0.0
O=C(CSCc1ccc(Cl)cc1)Nc1cc(Cl)ccc1C(=O)O
 : -2.5, 4, 18, 0.7
COc1ccc(/C=C/C2=NC(=C\c3cccc(F)c3)/C(=O)O2)cc1
 : 2.6, 5, -5, 0.1
CCOC(=O)c1c(NC(=O)CSc2nnc(CNC(=O)c3ccco3)n2-c2cc(C)ccc2C)sc2c1CCC2
 : 2.5, -11, 6, -0.1
O=C(CSc1nc2sc3c(c2c(=O)n1Cc1ccco1)CCC3)NCC1CCCO1 (stereo not drawn)
 : 1.3, 5, 2, 0.0
CC(=O)NS(=O)(=O)c1ccc(NC(=O)C2CC=CCC2C(=O)O)cc1 (stereo not drawn)
 : -0.4, -9, 39, 0.2
CC(=O)Nc1ccc(/C=N/NC(=S)NCCN2CCOCC2)cc1
 : 2.6, 5, 47, -0.1
COC(=O)c1ccccc1S(=O)(=O)NNC(=O)c1nn(C)c(=O)c2ccccc12
 : 3.3, -7, 4, 0.0
O=C(CCc1nc2cccnc2n1Cc1cccs1)NCc1ccco1
 : 4.1, 7, -2, 0.0
CC(C)(C)c1ccc(OCC(O)CN)cc1 (stereo not drawn)
 : -0.2, -12, 4, 0.0
O=C1CC(c2ccccc2)=NN1c1ccccc1
 : 0.0, 11, 8, -0.6
CC1=N/C(=C\c2ccc([N+](=O)[O-])c(Cl)c2)C(=O)O1
 : 1.1, -2, 5, 0.9
Cc1ccc(NC(=O)CN2C(=O)c3ccccc3C2=O)c(C(=O)c2ccccc2)c1
 : 0.2, -1, 0, -0.3
COc1cc(C(=O)Nc2nc3ccccc3s2)cc(OC)c1OC
 : -1.8, 1, 11, 0.8
COc1ccc2c(C)nc(N3CCC(C(=O)N4CCc5ccccc5C4)CC3)nc2c1
 : -0.1, -8, -22, 0.2
O=C(O)/C=C/c1cccc(-c2cnc3ccc(NCCCO)nn23)c1
 : 0.3, -8, -19, -0.6
Cc1cc(=O)oc2c1c(C)nn2-c1ccc(Br)cc1
 : 0.3, -15, 10, 0.6
CC1Cc2nc(SCC(=O)N3CCC(Cc4ccccc4)CC3)n(C)c(=O)c2S1 (stereo not drawn)
 : -0.2, 0, 10, -0.1
Cc1ccc(OCCOCCNCCO)cc1C
 : 1.6, 2, 48, 0.6

(more compounds)
Second line of a record – GPR151 activ, TEAD-YAP block, MITF primary, FBW7 act
O=C(OCCCN1CCOCC1)c1ccc(O)cc1
 : 2.8, -21, 1, -0.1
Nc1cccc(C(=O)CC2(O)C(=O)Nc3ccc(Br)cc32)c1 (stereo not drawn)
 : 0.1, -2, 0, -0.1
COCCCn1c(SCC(=O)NC2CCCCC2)nnc1-c1cccs1
 : 2.3, -3, 16, 0.2
C=CCc1c(C)nc2nc(SCC(=O)NCCc3ccccc3)nn2c1C
 : 0.4, 20, 7, -0.1
C=CCn1c(SCC(=O)c2ccccc2)nc2sc3c(c2c1=O)CCC(C(C)(C)C)C3 (stereo not drawn)
 : -0.8, 3, 10, 0.0
CC(C)c1nnc(NC(=O)COc2ccc(Br)cc2C(C)(C)C)s1
 : -0.1, 1, 0, 0.0
COc1ccc(S(=O)(=O)CCc2nnc(NC(C)=O)s2)cc1
 : -0.8, 5, -1, -0.1
CCc1ccc(CN2CCc3nnc(CNS(=O)(=O)c4ccccc4)n3CC2)cc1
 : 0.2, 8, -3, 0.0
COc1cccc(-n2c(=O)c3c(C)c(C)sc3n(CC(=O)N3CCCCCC3)c2=O)c1
 : 3.3, 5, 8, 0.2
Cc1cccc(C)c1NC(=O)CC1SC(=Nc2ccccc2)N(CCO)C1=O (stereo not drawn)
 : -0.9, 2, -8, -0.2
CCC(=O)Nc1cccc(-c2nnc(-c3ccco3)o2)c1
 : -0.3, -14, 6, 0.2
CCN(CC)C(=O)C1CCCN(Cc2cccc(F)c2)C1 (stereo not drawn)
 : -1.4, 2, 58*, 0.4
CCOC(=O)N1CCN(S(=O)(=O)c2c(C)nc3sccn3c2=O)CC1
 : -0.3, 7, 9, 0.0
NC(=O)c1c(NC(=O)c2cccs2)sc2c1CCCC2
 : -0.7, -51, 7, -0.1
O=C1c2c(Cl)c(Cl)c(Cl)c(Cl)c2C(=O)N1c1ccc([N+](=O)[O-])cc1O
 : 0.5, -6, 12, -0.1
N#C/C(=C(/O)c1ccc(Cl)cc1Cl)c1nc2ccccc2c(=O)[nH]1
 : 1.3, -6, 0, 0.1
COc1ccc(N2C(=O)CN(Cc3cccs3)C2=S)cc1
 : -0.2, -7, 11, -0.1
CCOC(=O)/C=C/c1ccc([N+](=O)[O-])cc1
 : -0.7, 4, 14, -0.1
O=C(Nc1nc(-c2ccncc2)cs1)C(O)c1ccc(C(F)(F)F)cc1 (stereo not drawn)
 : 1.0, 7, 40, 0.5
COc1ccc(Cn2c(SCc3cc(=O)n4cc(Cl)ccc4n3)nc3ccsc3c2=O)cc1
 : -3.1, -9, 18, 1.0
COc1ccc(-n2nc(C(=O)N3CCC(C(N)=O)CC3)c3ccccc3c2=O)cc1
 : -0.7, -7, 9, 0.1
O=C(NCc1ccccc1)c1ccc2c(=O)n(CCc3ccccc3)c(SCc3cccc(Cl)c3)nc2c1
 : 0.0, 14, 26, 0.9
CCCC/C=N/NC(=O)c1ccc(CO)nc1
 : 0.3, 1, 5, 0.0
C=CCN(CC=C)CCOc1cc(C)ccc1[N+](=O)[O-]
 : 1.3, -8, 29, 0.4
CCC(C)NS(=O)(=O)c1ccc(NC(=O)CN2CCOCC2)cc1 (stereo not drawn)
 : 0.3, -8, 54*, 0.0
CCn1c(=O)c(-c2nc3ccccc3c(=O)[nH]2)c(O)c2ccccc21
 : 0.6, 1, -7, -0.1
COc1cc(Nc2nc(Nc3ccc4c(c3)OCO4)c3ncn(-c4ccccc4)c3n2)cc(OC)c1OC
 : 0.0, 4, 13, -0.1
O=S(=O)(c1ccc(F)c(Cl)c1)N1CCC(c2nnc(C3CC3)o2)CC1
 : -2.8, 4, -6, 0.3
CC(C)(C)c1ccc(-c2nnc(NC(=O)c3ccc(Cl)cc3Cl)s2)cc1
 : -1.2, 5, 15, 0.0
Cc1nc(SCC(=O)Nc2ccc(-c3ccccc3)cc2)c2c3c(sc2n1)CCC3
 : -1.6, 10, 15, 0.1

For reference, 6 of the compounds above:
Second line of a record – GPR151 activ, TEAD-YAP block, MITF primary, FBW7 act
COc1ccc(-n2nc(C(=O)N3CCC(C(N)=O)CC3)c3ccccc3c2=O)cc1
 : -0.7, -7, 9, 0.1
O=C(NCc1ccccc1)c1ccc2c(=O)n(CCc3ccccc3)c(SCc3cccc(Cl)c3)nc2c1
 : 0.0, 14, 26, 0.9
CCCC/C=N/NC(=O)c1ccc(CO)nc1
 : 0.3, 1, 5, 0.0
C=CCN(CC=C)CCOc1cc(C)ccc1[N+](=O)[O-]
 : 1.3, -8, 29, 0.4
CCC(C)NS(=O)(=O)c1ccc(NC(=O)CN2CCOCC2)cc1 (stereo not drawn)
 : 0.3, -8, 54*, 0.0
CCn1c(=O)c(-c2nc3ccccc3c(=O)[nH]2)c(O)c2ccccc21
 : 0.6, 1, -7, -0.1

(listing goes on)
Second line of a record – GPR151 activ, TEAD-YAP block, MITF primary, FBW7 act
COc1ccc(/C=C/C(=O)Nc2sc3c(c2C(N)=O)CCCCC3)cc1
 : -0.1, 4, 13, 0.0
CCn1cc(CN2CCC(C(=O)Nc3ccccc3-c3cccc(OC)c3)CC2)c(C)n1
 : -1.1, -12, 1, -0.1
COC(=O)C(NC(=O)c1cccc(Cl)c1)(Nc1sc2c(c1C#N)CCC(C(C)(C)C)C2)C(F)(F)F (stereo not drawn)
 : 0.3, -1, -10, 0.6
O=C(CSc1nc2ccccc2c(=O)[nH]1)c1c[nH]c2ccccc12
 : 0.8, -6, -4, -0.2
CC(=O)Nc1ccc(NC(=O)c2oc3ccc(Br)cc3c2C)cc1
 : -0.2, -2, 11, 0.0
Cc1cccc(CN2CCN(CC(=O)NCCc3ccc(Cl)cc3)C2=O)c1
 : 2.6, 11, 0, 0.1
CCOC(=O)N1CCC(=NNc2ccc(Cl)c(C(=O)O)c2)CC1
 : -0.9, -31, 21, 0.2
CCOC(=O)CSc1nc2c(sc(=S)n2-c2ccccc2)c(=O)n1-c1ccc(OC)cc1OC
 : 0.2, 8, 5, -0.1
COc1cc(C(=O)NCCC(=O)NCC2COc3ccccc3O2)cc(OC)c1OC (stereo not drawn)
 : -0.1, 1, 1, 0.1
CC1=NN(c2ccc(C)cc2)C(=O)/C1=C\c1cccc2ccccc12
 : -0.3, 0, 9, 0.0
COc1cccc(/C=C2/NC(=S)NC2=O)c1OC
 : 1.1, 7, 10, 0.4
O=C1Nc2ccccc2/C1=C/c1nc2ccccc2c(=O)n1-c1cccc([N+](=O)[O-])c1
 : 0.6, 17, 9, -0.3
CCOC(=O)C1=NN=C2C(=O)N(c3ccccc3)C(=O)C12 (stereo not drawn)
 : 4.2, 12, 0, 0.0
CCSCCNC(=S)NC(=O)c1cncc(Br)c1
 : -2.5, -5, 21, 0.2
CCSc1n[nH]c(-c2ccc(Cl)cc2)n1
 : 4.1, -64, -6, 0.9
CSc1ccc(Cn2nnc(C(=O)NCc3ccccc3)c2N)cc1
 : -0.2, -1, -10, 0.0
Cc1cccc(CNC2CCN(c3ccc(C(=O)N4CCCC(O)C4)cc3)CC2)c1 (stereo not drawn)
 : -1.0, 8, -4, -0.1
